Tb PGK inh: T. brucei PGK inhibition | P07378 | PGK/GAPDH coupled, Kinase-Glo luminescence, 60 min | Potency, µM (top dose mostly 57.5 µM), for inactives: at the top dose activity change, negative = inhibition, most hits filed as inhibitors | 0.043% of 380,000 active | AID 602233; note: potency is the fitted concentration of half-maximal effect; % is set by controls: 0 for no effect and ±100 for the full control effect; nearly all actives have a fitted effect of over 60% in size
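Recombinant glycosomal PGK reaction used 1,3-bisphosphoglycerate generated in-well by GAPDH (100nM final) in 100mM TEA pH 7.6, 5mM MgCl2, 0.01% Tween-20. After 60 minutes at room temperature, ATP was read by Kinase-Glo Plus luminescence end-point.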
Anesthetic bind: binds horse apoferritin like a general anesthetic; apoferritin/1-aminoanthracene competitive binding, fluorescence; P02791; AID 485281; 0.074% of 350,000 active; Potency, µM (series often up to 77.5 µM), for the others: top-dose activity change, negative = displacement, actives largely listed as inhibitors; note: potency is the fitted concentration of half-maximal effect; % is set by controls: 0 for no effect and ±100 for the full control effect; nearly all actives have a fitted effect of over 20% in size
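In PBS, apoferritin at 10 uM is loaded with 1-AMA from a 50% saturated solution. After 10 min of compound exposure at ambient temperature, reduced 535 nm fluorescence indicates probe displacement.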
APE1 inh: blocks human APE1 abasic DNA cleavage; P27695; recombinant APE1, TAMRA/BHQ-2 abasic DNA cleavage fluorescence; Potency, µM (doses to about 65.8 µM), inactives show at the highest dose activity change, negative = inhibition, hits mostly inhibitors; 0.35% of 350,000 active; AID 2517;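 note: potency is the fitted concentration of half-maximal effect; plate controls were vehicle for no effect and reference inhibitor for full effect; nearly all actives have a fitted effect of over 55% in size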
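APE1 at 0.75 nM preincubated 15 min at room temperature with compound. Reaction then started with 50 nM double-stranded THF-abasic substrate labelled with TAMRA/BHQ-2, and 525/598 nm fluorescence read kinetically. Activity taken as third-minus-first read difference, normalized to DMSO and NSC13755 controls.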
POLK inh: DNA polymerase kappa (human) inhibition. Q9UBT6. purified Pol kappa, fluorescent DNA synthesis assay, 10 min. Potency, µM (highest dose often 107 µM), for inactives: at the highest dose activity, negative = inhibition, actives largely listed as inhibitors. 0.53% of 400,000 active. AID 588579; note: potency is the fitted concentration of half-maximal effect; % is set by controls: 0 for no effect and ±100 for the full control effect
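Enzyme at 10 nM met test compounds for 15 min at room temperature. Substrate addition (50 nM final) began the reaction, which was monitored by fluorescence at 0 and 10 min.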
POLB inh: blocks human DNA polymerase beta activity | P06746 | Pol beta primer extension/strand displacement, fluorescence kinetic | Potency, µM (top dose mostly 114 µM), inactives show at the top dose activity change, negative = inhibition, usual class: inhibitors | 1.3% of 340,000 active; note: potency is the fitted concentration of half-maximal effect; % is set by controls: 0 for no effect and ±100 for the full control effect
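Enzyme-only controls used 10 nM Pol beta; buffer lacking enzyme served as negative control. Compound preincubated 15 min, then 50 nM substrate added; 0 and 10 min reads at room temperature.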
RXFP1 antag: blocks the human relaxin receptor RXFP1 | Q9HBX9 | HEK293-RXFP1, relaxin-stimulated cAMP HTRF, 30 min; active compounds read low | activity change, negative = inhibition, % at 57.5 µM | 0.59% of 350,000 active;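 active = activity change of -60% or lower, but not beyond a set lower limit; inconclusive = change between -60% and -40%, or beyond the set limit; inactive = change above -40%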; note: % is set by controls: 0 for no effect and ±100 for the full control effect
BLM helicase inh: blocks DNA unwinding by human BLM helicase; recombinant BLM DNA unwinding, fluorescence dequenching; Potency, µM (titrated, usually from 56.1 µM), for inactives: at the top dose activity change, negative = inhibition, usual class: inhibitors; 0.2% of 350,000 active;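 note: potency is the fitted concentration of half-maximal effect; plate controls were vehicle for no effect and no enzyme for full effect; nearly all actives have a fitted effect of over 35% in size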
Target sequence (P54132 whole entry, looked up): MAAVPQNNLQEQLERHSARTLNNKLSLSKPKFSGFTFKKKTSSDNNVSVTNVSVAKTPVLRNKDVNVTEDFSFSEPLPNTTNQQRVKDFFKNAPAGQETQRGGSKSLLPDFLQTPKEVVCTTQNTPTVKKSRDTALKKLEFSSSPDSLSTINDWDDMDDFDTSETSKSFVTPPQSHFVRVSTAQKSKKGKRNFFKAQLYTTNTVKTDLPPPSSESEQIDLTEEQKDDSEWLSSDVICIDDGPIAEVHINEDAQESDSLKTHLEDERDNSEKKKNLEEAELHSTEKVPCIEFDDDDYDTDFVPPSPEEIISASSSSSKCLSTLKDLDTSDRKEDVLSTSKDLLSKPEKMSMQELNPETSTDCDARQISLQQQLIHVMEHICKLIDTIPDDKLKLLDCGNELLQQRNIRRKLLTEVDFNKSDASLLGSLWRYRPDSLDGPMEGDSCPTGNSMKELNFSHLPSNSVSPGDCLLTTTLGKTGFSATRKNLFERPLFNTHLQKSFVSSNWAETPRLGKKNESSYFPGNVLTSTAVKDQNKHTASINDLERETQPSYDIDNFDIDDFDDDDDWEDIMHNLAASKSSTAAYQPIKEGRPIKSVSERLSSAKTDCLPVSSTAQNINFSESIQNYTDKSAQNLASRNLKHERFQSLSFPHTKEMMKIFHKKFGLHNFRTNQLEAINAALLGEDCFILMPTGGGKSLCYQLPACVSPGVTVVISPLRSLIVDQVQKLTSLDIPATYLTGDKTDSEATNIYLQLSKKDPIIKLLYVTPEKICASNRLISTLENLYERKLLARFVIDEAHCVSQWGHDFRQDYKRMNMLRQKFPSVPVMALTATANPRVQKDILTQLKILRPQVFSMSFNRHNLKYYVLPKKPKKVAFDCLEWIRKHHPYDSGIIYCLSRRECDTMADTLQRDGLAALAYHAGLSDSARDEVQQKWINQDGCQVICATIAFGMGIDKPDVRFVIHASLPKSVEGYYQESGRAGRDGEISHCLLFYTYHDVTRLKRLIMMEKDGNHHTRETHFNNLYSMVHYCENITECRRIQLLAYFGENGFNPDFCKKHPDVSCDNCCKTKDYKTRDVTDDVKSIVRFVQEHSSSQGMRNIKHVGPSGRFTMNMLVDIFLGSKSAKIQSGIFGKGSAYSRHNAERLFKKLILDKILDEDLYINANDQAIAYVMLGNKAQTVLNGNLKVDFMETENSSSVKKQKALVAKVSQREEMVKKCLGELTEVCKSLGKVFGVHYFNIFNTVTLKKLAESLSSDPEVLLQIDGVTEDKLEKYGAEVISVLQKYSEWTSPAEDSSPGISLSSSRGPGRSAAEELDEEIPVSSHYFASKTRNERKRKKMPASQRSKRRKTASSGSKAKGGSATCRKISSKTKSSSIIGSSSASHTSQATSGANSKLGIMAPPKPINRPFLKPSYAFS
POLI inh: inhibitors of human DNA polymerase iota | Q9UNA4 | Pol iota fluorescent replication assay, 10 min | 1% of 390,000 active | Potency, µM (series often up to 115 µM), without a hit: top-dose activity, negative = inhibition, hits mostly inhibitors; note: potency is the fitted concentration of half-maximal effect
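Pol iota at 10 nM preincubated 15 min with compounds at room temperature; reaction started with fluorescent substrate, 50 nM final. Fluorescence read kinetically at 0 and 10 min; buffer-only wells as negative control.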
POLH inh: DNA polymerase eta (human) inhibition. Potency, µM (highest dose often 114 µM), inactives show top-dose activity change, negative = inhibition, usual class: inhibitors. AID 588591. Q9Y253. recombinant Pol eta, fluorescent DNA replication assay. 1.2% of 390,000 active; note: potency is the fitted concentration of half-maximal effect; % is set by controls: 0 for no effect and ±100 for the full control effect
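Fluorescent replication assay: 50 nM final substrate added after a 15 min room-temperature compound preincubation with 10 nM enzyme. Signal taken at 0 min and again at 10 min.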
An asterisk follows results filed as active; & = joins results of further samples; [ ] = remark or other dose. Unless noted, calls come from the whole dose curve; as a rule, active = well fitted curve in the direction sought with a large enough effect; inconclusive = small, poorly fitted or top-dose-only effect, or another doubt; inactive = no such curve, though single readings can be large; an effect the other way counts as inactive or inconclusive. The list is partial, so the mix of outcomes need not match the whole.

Preview, five compounds:
CNC(=O)Oc1ccc2c(c1)[C@@]1(C)CCN(C)[C@@H]1N2C was read as Anesthetic bind 10%[29.3 µM], APE1 inh -4%, POLK inh -7%[19.4 µM] and BLM helicase inh -4%.
For CC12CN3CN(C1)CC(C)(C3)C2=NO the results were Tb PGK inh -6%, Anesthetic bind -6%, APE1 inh 4%, POLK inh -6%, POLB inh 87%, RXFP1 antag 0, BLM helicase inh 4%, POLI inh 8% and POLH inh -2%.
CN(C(=O)COc1nc2ccccc2s1)c1ccccc1 was read as Anesthetic bind -15%, APE1 inh -2%, POLK inh 13%[60.1 µM] and BLM helicase inh -2%.
Screening CN1C(=O)NC(=O)C(C)(C2=CCCCC2)C1=O (centres undefined) returned Tb PGK inh -11%, Anesthetic bind 6%, APE1 inh 9%, POLK inh 0%, RXFP1 antag -6, BLM helicase inh 1%&0%, POLI inh 11% and POLH inh -9%.
`O=C(Nc1ccc(Cl)cc1)N1CC1` gave Tb PGK inh 3%, POLK inh 7%, RXFP1 antag 0, POLI inh 34%[activator] and POLH inh -25%.

All compounds of this part, from the first entry:
CNC(=O)Oc1ccc2c(c1)[C@@]1(C)CCN(C)[C@@H]1N2C was read as Anesthetic bind 10%[29.3 µM], APE1 inh -4%, POLK inh -7%[19.4 µM] and BLM helicase inh -4%.
For CC12CN3CN(C1)CC(C)(C3)C2=NO the results were Tb PGK inh -6%, Anesthetic bind -6%, APE1 inh 4%, POLK inh -6%, POLB inh 87%, RXFP1 antag 0, BLM helicase inh 4%, POLI inh 8% and POLH inh -2%.
CN(C(=O)COc1nc2ccccc2s1)c1ccccc1 was read as Anesthetic bind -15%, APE1 inh -2%, POLK inh 13%[60.1 µM] and BLM helicase inh -2%.
Screening CN1C(=O)NC(=O)C(C)(C2=CCCCC2)C1=O (centres undefined) returned Tb PGK inh -11%, Anesthetic bind 6%, APE1 inh 9%, POLK inh 0%, RXFP1 antag -6, BLM helicase inh 1%&0%, POLI inh 11% and POLH inh -9%.
`O=C(Nc1ccc(Cl)cc1)N1CC1` gave Tb PGK inh 3%, POLK inh 7%, RXFP1 antag 0, POLI inh 34%[activator] and POLH inh -25%.
For COc1cc(C2SCC(=O)Nc3c2c(=O)[nH]n3C2CCCCCC2)cc(OC)c1OC (centres undefined) the results were Tb PGK inh 4%, Anesthetic bind -12%, APE1 inh -2%, POLK inh -14%, POLB inh 10%, RXFP1 antag -10, BLM helicase inh 0%, POLI inh 5% and POLH inh -9%.
O=C(Cn1ncc2c3ccccc3n(Cc3ccccc3)c2c1=O)N1CCC2(CC1)OCCO2 was read as Anesthetic bind -12%, APE1 inh inconclusive, POLB inh 2% and BLM helicase inh -3%.
COc1cccc(-n2c(O)c(C=Nc3c(C)n(C)n(-c4ccccc4)c3=O)c(=O)[nH]c2=O)c1 was read as Tb PGK inh 1%, Anesthetic bind 2%, APE1 inh 0%, POLK inh 5%, POLB inh 12%, RXFP1 antag -8, BLM helicase inh -1%, POLI inh 48%[activator] and POLH inh -18%.
`CC(C(=O)O)N(C(=O)c1ccccc1)c1ccc(F)c(Cl)c1` (centres undefined) gave Tb PGK inh -1%, Anesthetic bind -8%, APE1 inh 1%, POLK inh -6%, POLB inh 1%, RXFP1 antag 25, BLM helicase inh 0%, POLI inh -24% and POLH inh 4%.
Screening COc1ccc(CC2(CCc3ccccn3)C(=O)NC(=O)N(c3ccccc3C)C2=O)cc1OC (centres undefined) returned Tb PGK inh -7%, Anesthetic bind -4%, APE1 inh -7%, POLK inh -9%, POLB inh -22%, RXFP1 antag 5, BLM helicase inh -1%, POLI inh 36%[activator] and POLH inh -13%.
`COc1ccc(NC(=O)c2cc([N+](=O)[O-])ccc2N2CCNCC2)cc1` gave Tb PGK inh 0%, Anesthetic bind -12%, APE1 inh 2%, POLK inh -18%, POLB inh 1%, RXFP1 antag 0, BLM helicase inh 2%, POLI inh 36%[activator] and POLH inh -4%.
`CC1(C)N=C(c2ccccc2)[C@@H]2C(c3ccc([N+](=O)[O-])cc3)N21` (some centres undefined) gave Tb PGK inh -1%, Anesthetic bind -3%, APE1 inh 16%, POLK inh -1%, POLB inh 56%, RXFP1 antag -5, BLM helicase inh -15%, POLI inh 114% and POLH inh -21%.
For COC(=O)Cn1cc(/C=C2\C(=O)NC(=O)N(c3ccccc3)C2=O)c2ccccc21 the results were Tb PGK inh inactive, Anesthetic bind -9%, APE1 inh 17%, POLK inh -3%, POLB inh 5%, RXFP1 antag -17, BLM helicase inh 1%, POLI inh inconclusive and POLH inh -3%.
`Cc1ccc(OC(F)F)c(N2C(=O)C3C4CCC(O4)C3C2=O)c1` (centres undefined) gave Tb PGK inh 4%, APE1 inh -6%, POLK inh 7%, RXFP1 antag -1, POLI inh 45%[activator] and POLH inh -17%.
For COc1ccc2c(c1)[C@]13CCCCC1C(C2)N(C)CC3 (some centres undefined) the results were Tb PGK inh -3%, POLK inh 9%, POLI inh -13% and POLH inh -8%.
Screening CCOC(=O)[C@]12Cc3cc(Cl)ccc3[C@H]1N(Cc1ccccc1)C(=O)c1ccccc12 returned Tb PGK inh -11%, POLK inh -4%&-7%, POLI inh 6%&18% and POLH inh -15%.
C=CCNC(=O)c1c(N)n(CCN2CCOCC2)c2nc3ccccc3nc12 was read as Tb PGK inh -4%[11.5 µM], Anesthetic bind 244%[activator], APE1 inh -6%, POLK inh -9%, POLB inh 0%, RXFP1 antag 12, BLM helicase inh 0%, POLI inh 71%[activator] and POLH inh -13%.
O=c1[nH]c(=S)[nH]c(O)c1N=Nc1ccc(S(=O)(=O)N2CCc3ccccc32)cc1 was read as Tb PGK inh inactive, Anesthetic bind inconclusive, APE1 inh 17%, POLK inh -12%, POLB inh 79µM*, RXFP1 antag -100*, BLM helicase inh -12%, POLI inh 39%[activator] and POLH inh -13%.
For O=c1c2ccccc2nc(-c2ccccc2)n1-c1ccncc1 the results were Tb PGK inh 1%, Anesthetic bind -2%, APE1 inh 11%, POLK inh -12%, POLB inh 13%, RXFP1 antag -13, BLM helicase inh -1%, POLI inh -3% and POLH inh 4%.
`CCOc1ccc(/C=C/c2nc(C#N)c(NCc3ccccc3)o2)cc1` gave Anesthetic bind 40%[activator], POLK inh -19%, POLB inh -14%, RXFP1 antag 2, BLM helicase inh -2% and POLI inh 15%.
Screening O=C(NCCN1CCOCC1)c1ccc(Cl)nc1 returned Tb PGK inh inactive, Anesthetic bind 0%, APE1 inh -2%, POLK inh -8%, POLB inh 1%, RXFP1 antag -1, BLM helicase inh -1%, POLI inh 21% and POLH inh -7%.
Screening CC(C)CCP(=O)(O)c1ccccc1 returned Tb PGK inh -5%, Anesthetic bind -17%, APE1 inh 4%, POLK inh -1%, POLB inh 2%, RXFP1 antag 13, BLM helicase inh 2%, POLI inh 23% and POLH inh -10%.
Screening Cc1ccc(-c2nnc(Nc3ccc(Br)cc3)c3ccccc23)cc1S(=O)(=O)NCc1nc2ccccc2[nH]1 returned Tb PGK inh -9%, Anesthetic bind 125%[activator], POLK inh -20%, POLB inh -1%, RXFP1 antag -13, BLM helicase inh -9%, POLI inh -13% and POLH inh -16%.
CC(=O)Cc1c[nH]c2ccccc12 was read as Anesthetic bind 0%, APE1 inh 2%, POLK inh 1%, POLB inh -2%, BLM helicase inh -3% and POLI inh -3%.
For O=C(OCC1O[C@@H](OC(=O)c2cc(O)c(O)c(O)c2)[C@@H](OC(=O)c2cc(O)c(O)c(O)c2)[C@@H](OC(=O)c2cc(O)c(O)c(O)c2)[C@@H]1OC(=O)c1cc(O)c(O)c(O)c1)c1cc(O)c(O)c(O)c1 (some centres undefined) the results were Anesthetic bind -7%, APE1 inh 0.011µM*, POLB inh 0.16µM* and BLM helicase inh 0.5µM*.
Cc1ccccc1-n1c(CNc2ccccc2)nc2ccccc2c1=O was read as Tb PGK inh 4%, POLK inh -22%, RXFP1 antag -11, POLI inh 8% and POLH inh 1%.
Nc1ncnc2c1nc(Br)n2C1CC(O)C(CO)O1 (centres undefined) was read as Anesthetic bind 2%, APE1 inh -3%, POLK inh 0%, BLM helicase inh 0% and POLI inh 30%[activator].
`CCn1c(=O)oc2cc(NC(=O)CCl)ccc21` gave Tb PGK inh -6%, Anesthetic bind -1%, APE1 inh 7%, POLK inh -8%, POLB inh 17%, RXFP1 antag 1, BLM helicase inh -1%, POLI inh 94%[activator] and POLH inh -16%.
Screening O=c1c2ccccc2nc(-c2ccco2)n1-c1cccnc1 returned Tb PGK inh inactive, Anesthetic bind -11%, APE1 inh -3%, POLK inh 1%, POLB inh 1%, RXFP1 antag 1, BLM helicase inh 0%, POLI inh 10% and POLH inh -12%.
For C[C@]12CC[C@H](O)C[C@@H]1CC[C@@H]1[C@@H]2CC[C@]2(C)C(=O)CC[C@@H]12 the results were Tb PGK inh -2%, Anesthetic bind -12%, APE1 inh 4%, POLK inh -4%, POLB inh 7%, BLM helicase inh -6%, POLI inh 7% and POLH inh -2%.
`Cc1cc(SCC(=O)N/N=C/c2ccco2)nc2ccccc12` gave Tb PGK inh inactive, Anesthetic bind inconclusive, APE1 inh 8%, POLK inh -2%, POLB inh inconclusive, RXFP1 antag -2, BLM helicase inh -4%, POLI inh -13% and POLH inh -4%.
Screening CCCCCCn1c(O)c(C=NCCCn2ccnc2)c(=O)[nH]c1=O returned Tb PGK inh 5%, Anesthetic bind -16%, APE1 inh 1%, POLK inh -9%, POLB inh -1%, RXFP1 antag -7, BLM helicase inh -6%, POLI inh -1% and POLH inh -6%.
For CC12CCC3C(CCC4=C(O)C(=O)CCC43C)C1CCC2=O (centres undefined) the results were APE1 inh -1%, POLK inh -1%[60.1 µM], POLB inh 6%[57.1 µM], POLI inh 7%[58.9 µM] and POLH inh -8%[57.1 µM].
